# GALK inhibitor: inhibitors of human galactokinase. P51570. Purified GALK, Kinase-Glo residual ATP luminescence. Potency, µM (titrated, usually from 57.5 µM), inactives show at the highest dose activity change, negative = inhibition, hits mostly inhibitors. 0.007% of 270,000 active. AID 1868; note: potency is the fitted concentration of half-maximal effect
#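 ATP-depletion format; final 35 uM ATP, 100 uM D-galactose, 5 nM enzyme; pH 8.0 HEPES/Mg2+ buffer; 60 min RT; luminescence read 10 min after detection reagent.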
# Chronic BCR inh: blocks chronic active B-cell receptor signaling; ABC-DLBCL IkBa-CBG/CBR reporter, luminescence ratio, 4 h; AID 493014; 0.05% of 340,000 active; Potency, µM (series often up to 46.1 µM), without a hit: at the top dose ratio change, negative = lower green/red ratio, hits mostly inhibitors; active = well fitted inhibition curve with a large enough effect in the signal ratio, with a control signal flat, not every such curve was filed as active; inconclusive = small, poorly fitted or top-dose-only effect, or effect the other way, or a change in a side signal; the % refers to the signal ratio;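 note: potency is the fitted concentration of half-maximal effect; plate controls were basal doxycycline-induced cells for no effect and cells given 10 µM MG132 for full effect; MG132 reads +100%, hits lower the ratio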
#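 Compounds up to 46 uM were incubated four hours with TMD8 cells whose green CBG68 luciferase is fused to IkappaBalpha; red CBR luminescence normalised the signal, and concentration-effect curves were fitted to fusion, red and ratio data.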
# Eya2 phos inh: inhibitors of human Eya2 phosphatase activity; O00167; recombinant Eya2, OMFP fluorescence dephosphorylation (OMFP is methylfluorescein phosphate); Potency, µM (series often up to 76.9 µM), for inactives: at the highest dose activity, negative = inhibition, hits mostly inhibitors; 0.006% of 330,000 active; note: potency is the fitted concentration of half-maximal effect
# Target sequence (O00167 whole entry, looked up): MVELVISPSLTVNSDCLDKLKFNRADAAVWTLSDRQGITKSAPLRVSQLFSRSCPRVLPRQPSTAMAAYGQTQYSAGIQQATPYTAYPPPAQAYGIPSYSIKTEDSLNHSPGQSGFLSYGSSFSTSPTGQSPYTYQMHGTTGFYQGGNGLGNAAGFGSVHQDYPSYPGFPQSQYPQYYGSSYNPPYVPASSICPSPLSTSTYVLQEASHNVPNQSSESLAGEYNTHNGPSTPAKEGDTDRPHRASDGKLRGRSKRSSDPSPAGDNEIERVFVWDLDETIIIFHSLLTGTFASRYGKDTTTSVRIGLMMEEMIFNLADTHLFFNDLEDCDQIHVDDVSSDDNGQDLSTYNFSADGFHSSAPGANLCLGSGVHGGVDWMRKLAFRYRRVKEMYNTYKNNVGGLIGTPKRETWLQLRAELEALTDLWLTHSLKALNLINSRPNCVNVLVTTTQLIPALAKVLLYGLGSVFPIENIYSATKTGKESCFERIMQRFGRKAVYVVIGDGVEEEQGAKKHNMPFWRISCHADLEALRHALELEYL
#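 Eya2 protein (added as 0.2 uM solution) was preincubated with compound for 10 min at ambient temperature in 50 mM HEPES pH 7.5, 50 mM NaCl, 5 uM MgCl2, 0.05% BSA, 1 mM DTT. OMFP (added at 50 uM) then reacted 10 min; fluorescence read at 485/525 nm.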
# uPA generation: cell surface uPA generation inhibition. Potency, µM (top dose mostly 38.3 µM), for inactives: top-dose activity change, negative = inhibition, actives largely listed as inhibitors. cell surface uPA generation assay, qHTS. 0.31% of 330,000 active; active = well fitted inhibition curve with a large enough effect; inconclusive = small, poorly fitted or top-dose-only effect; inactive = no such curve, though single readings can be large or run the other way; tested in mouse RAW 264.7 cells; note: potency is the fitted concentration of half-maximal effect; nearly all actives have a fitted effect of over 55% in size
# Giardia kill: kills Giardia lamblia; Giardia lamblia trophozoite viability; activity change, % at 7.66 µM, hits read low; 0.15% of 340,000 active; AID 540267; in the data active = activity change below about -80%; inconclusive = between about -30% and that limit;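 note: parasites exposed to compound for two days anaerobically before the ATP read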
#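 Viability, read as ATP luminescence: trophozoites at 100 cells/well, compound added, 48 hrs anaerobic at 37 deg C, then 15-30 min room-temperature development before reading.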
# KCNH2 WT inh: KCNH2 (human, wildtype) channel inhibition. Q12809. U2OS, BacMam KCNH2, thallium flux FluxOr; stronger effect = lower value. activity change, % at 1.84 µM. 0.37% of 340,000 active. AID 720551;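 active = maximum activity change below -70%; inconclusive = maximum activity change between -70% and -50%; inactive = maximum activity change above -50%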
#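 U2OS cells transduced with wild-type KCNH2 virus are loaded with FluxOr dye for 45 min, and thallium flux is measured in kinetic reads before and after stimulation buffer. Rate constants are normalized to DMSO controls.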
# PKM2 act: PKM2 (human) enzyme activation; P14618; Potency, µM (titrated, usually from 57.5 µM), for the others: top-dose activation, actives largely listed as activators; 0.34% of 260,000 active; purified PKM2, Kinase-Glo ATP luminescence, activation; response scale: 0% is enzyme alone, no compound; note: potency is the fitted concentration of half-maximal effect; nearly all actives have a fitted effect of over 55% in size
#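 Purified hPK-M2 (>95% pure) converted ADP (0.1 mM final) to ATP with 0.5 mM PEP in 50 mM imidazole pH7.2, KCl, MgCl2, Tween 20, BSA; 1 h at room temperature. ATP detected by Kinase-Glo luminescence.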
# FBPA coupling cs: inhibits coupling enzyme system, counter-screen for aldolase hits | activity change, negative = inhibition, % at 58.2 µM, hits read low | 0.67% of 290,000 active | coupling enzyme system counterscreen, AmpLite Red fluorescence; in the data active = activity change below about -30%
#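 Fluorescence at 525 nm excitation and 598 nm emission measured inhibition of the coupled detection system without aldolase. Compounds (at 57.5 uM final) were preincubated 10 min at room temperature with coupling enzyme reagent before a 20 min substrate/AmpLite Red step.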
# KCNH2 3.1 inh: KCNH2 3.1 (human) potassium channel inhibition | 0.95% of 340,000 active | AID 720553 | activity change, % (tested at about 1.8 µM) | U2OS KCNH2 3.1, thallium flux FluxOr; stronger effect = lower value;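 active = maximum activity change below -70%; inconclusive = maximum activity change from -70% to -50%; inactive = maximum activity change above -50%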;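 note: thallium influx rate constant from kinetic fluorescence after stimulation buffer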
#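 Virally transduced U2OS (3.1 isoform, 4 h infection in dark at RT) → overnight 37 C → FluxOr + Red40 in HBSS/HEPES, 45 min → stimulation buffer, 2 min kinetic read → rate constant vs DMSO controls.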
# USP2a inh: inhibitors of human ubiquitin-specific protease USP2a; AID 463254; O75604; USP2 core, Ub-CHOP2 coupled fluorogenic reporter, 485/531; Potency, µM (doses to about 38.3 µM), for the others: at the highest dose activity change, negative = inhibition, usual class: inhibitors; 0.01% of 330,000 active;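 note: potency is the fitted concentration of half-maximal effect; plate controls were DMSO wells for no effect and full inhibition by NEM control for full effect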
#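 Cell-free coupled assay: 10nM USP2 core preincubated 30min RT with compound in Tris-HCl pH 8.0/CaCl2/CHAPS buffer, then 25nM Ub-CHOP2 and 25nM reporter substrate; fluorescence (Ex 485/Em 531) read after 60min RT, normalized to NEM inhibition, concentration-response curves fitted.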
# B2AR arrestin: agonists driving beta-arrestin recruitment to human beta2-adrenergic receptor. beta-arrestin recruitment to beta2AR, cell-based reporter. P07550. 0.02% of 330,000 active. Potency, µM (highest dose often 46.1 µM), without a hit: top-dose activation, usual class: activators. AID 492947;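 note: potency is the fitted concentration of half-maximal effect; 0% = DMSO controls and full agonism = EC100 isoproterenol or metaproterenol; nearly all actives have a fitted effect of over 65% in size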
# Target sequence (P07550 whole entry, looked up): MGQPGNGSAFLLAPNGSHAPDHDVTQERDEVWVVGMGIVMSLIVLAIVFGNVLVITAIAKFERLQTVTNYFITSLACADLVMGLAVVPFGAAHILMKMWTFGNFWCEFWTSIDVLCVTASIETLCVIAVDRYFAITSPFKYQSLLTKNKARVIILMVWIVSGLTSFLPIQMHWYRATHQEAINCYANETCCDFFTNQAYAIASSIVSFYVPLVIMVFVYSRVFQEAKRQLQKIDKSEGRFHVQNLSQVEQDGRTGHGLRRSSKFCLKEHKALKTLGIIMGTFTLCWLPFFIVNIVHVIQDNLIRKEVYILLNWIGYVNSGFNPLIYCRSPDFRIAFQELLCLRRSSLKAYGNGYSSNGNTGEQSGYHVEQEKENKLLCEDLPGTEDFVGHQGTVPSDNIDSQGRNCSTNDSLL
# * marks the source's active call; other numbers are inactive results; ? = inconclusive; · = no result given; [ ] = another dose, or the depositor's remark. Unless noted, calls come from the whole dose curve; as a rule, active = well fitted curve in the direction sought with a large enough effect; inconclusive = small, poorly fitted or top-dose-only effect, or another doubt; inactive = no such curve, though single readings can be large; an effect the other way counts as inactive or inconclusive. Unless noted, % is set by controls: 0 for no effect and ±100 for the full control effect.
SMILES,GALK inhibitor,Chronic BCR inh,Eya2 phos inh,uPA generation,Giardia kill,KCNH2 WT inh,PKM2 act,FBPA coupling cs,KCNH2 3.1 inh,USP2a inh,B2AR arrestin
O=C(c1ccccc1)N1CCN(C(=O)c2ccc([N+](=O)[O-])cc2)CC1,0%,-1%,10%,3%,-8,41,-1%,5,-37,0%,-0.3%
Cc1ccc(-n2cc(CNC(C)c3cnn(C)c3C)c(-c3ccc(F)cc3)n2)cc1 (stereo not given),-1%,?,-5%,?,21,16,-3%,2,-8,-1%,-0.2%
Cc1cc(-c2ccc(F)cc2)nc2cc(C(N)=O)nn12,3%,-5%,-12%,1%,-16,-4,2%,-2,-20,0%,-0.7%
CCOC(=O)N1CCN(C2CC(=O)N(c3ccc(F)cc3)C2=O)CC1 (stereo not given),0%,0%,-8%,5%,-9,0,0%,1,-40,2%,-1.0%
CC(NC(=O)C(=O)N1CCCCC1)C(c1cccs1)N1CCN(c2ccccc2F)CC1 (stereo not given),-3%,6%,-2%,5%,12,-1,·,0,-9,3%,-0.2%
O=C(COC(=O)CCC1CCCC1)Nc1ccccc1Sc1ccccc1,1%,5%,-8%,-2%,1,2,-2%,-3,·,3%,-0.1%
CC(=O)Nc1ccc(S(=O)(=O)N[C@@H](C)C(=O)Nc2ccc(N3CCOCC3)cc2)cc1,3%,?,15%,6%,10,-1,2%,4,7,3%,-0.2%
CCOC(=O)C1(Cc2ccccc2C)CCCN(C(=O)c2cc(C3CC3)[nH]n2)C1 (stereo not given),-2%,4%,-13%,-1%,2,-3,-1%,1,-12,3%,-0.5%
Nc1nonc1-n1nnc(C(=O)N/N=C/c2ccc(O)cc2)c1COc1ccc(F)cc1,2%,?,-10%,2%,3,4,-2%,-1,-4,7%,-0.8%
CN(C)C(=O)CCc1ccc2c3c([nH]c2c1)[C@]1(CCc2ccccc2)[C@@H](C(=O)N2CCCCC2)C[C@H](CC(=O)NCCCn2ccnc2)C(=O)N1CC3,·,-1%,-1%,0%,5,-1,·,·,12,-2%,-0.3%
O=C(CSc1ccccc1)NCCCc1ccccc1,-1%,?,-4%,-2%,3,16,4%,-1,-17,5%,0.4%
S=C(c1ccc(-c2ccc(Br)cc2)o1)N1CCCCC1,-4%,11%,2%,0%,2,-22,6%,1,-4,11%,0.0%
CN=c1scc(C)n1/N=C/c1cc(Br)c(O)c(Br)c1,10%,0%,3%,6%,-8,7,2%,10,8,3%,0.4%
C/C=C(\C)CN1CCC(n2nccc2NC(=O)CCCc2ccccc2)CC1,1%,-17%,2%,5%,-3,43,1%,·,?,0%,-0.1%
Cc1ccc2[nH]c(=O)c(CN(CCc3ccccc3)C(c3nnnn3Cc3ccco3)C(C)C)cc2c1 (stereo not given),·,?,1%,5%,1,5,6%,-5,7,0%,-0.8%
CCn1nc(C(=O)OCC(=O)N2CC(=O)Nc3ccccc32)c2ccccc2c1=O,-2%,-6%,-7%,-4%,5,6,-5%,-1,-11,2%,-0.3%
Cc1ccc(-c2ccc(=O)n(CC(=O)N3CCN(c4cccc(C)c4)C(C)C3)n2)cc1 (stereo not given),-7%,·,-9%,-6%,11,-6,-1%,-1,3,1%,-0.4%
CSCc1ccc(C(=O)N2CCCC(Nc3ccc(F)cc3)C2)o1 (stereo not given),-5%,3%,-2%,2%,-30,13,-1%,·,-27,2%,-0.6%
Nc1ccc(Nc2nc(-c3cccs3)cs2)cc1,0%,-1%,1%,0%,4,-8,-6%,0,-8,1%,0.4%
CCCn1c2ccccc2c2cnn(CC(=O)NC3CCN(Cc4ccccc4)CC3)c(=O)c21,-1%,5%,10%,2%,-21,-24,1%[0.46 µM],0,-6,0%,-0.7%
C/C(=N\N=C(N)N)c1ccc(Cl)cc1,1%,-9%,-2%,-6%,-11,21,-6%,3,4,-1%,-0.5%
Cc1ccc(-n2nc(C)c3cc(C(=O)O)sc32)cc1,-5%,?,19%,-5%,-4,-2,1%,5,12,-3%,-0.3%
O=c1[nH]c2ccccc2c(O)c1Cc1ccccc1,0%,?,2%,·,-10,2,0%,-18,-21,1%,0.0%
COc1cc(C(C)=O)ccc1OCC(O)CN(CCO)Cc1ccccc1 (stereo not given),-1%,2%,1%,16%,-11,-17,-1%,-2,1,0%,-0.2%
COc1cccc(NC(=O)CN2C(=O)COc3ccc(S(=O)(=O)N4CCOCC4)cc32)c1,-4%,-1%,2%,-6%,4,15,·,·,2,-1%,0.1%
C=CCc1cc(/C=N/n2cnnc2)cc(OCC)c1O,0%,?,21%,0%,-9,17,1%,2,12,-1%,0.1%
CC(=O)Oc1ccc(-c2cccc(C(=O)NCC(=O)O)c2)cc1,-3%,2%,4%,0%,15,-2,-10%,0,0,4%,-0.1%
Cc1noc(/C=C/N(C)C)c1S(=O)(=O)N1CCCC(C(=O)NC(C)c2ccccc2)C1 (stereo not given),-1%,8%,?,·,-17,3,2%,1,-10,0%,-0.9%
Cc1c(NC(=O)CSc2nncn2-c2ccccc2)c(=O)n(-c2ccccc2)n1C,·,2%,3%,2%,13,5,·,·,4,-5%,0.2%
O=C(O)CC(C(=O)O)c1cn(Cc2ccccc2)c2ccccc12 (stereo not given),-1%,1%,1%,-1%,-7,8,-3%,5,21,-1%,-0.5%
CC(=O)c1nc(N2C(=O)CC(Cc3cc(C)cc(C)c3)C2=O)sc1C (stereo not given),-2%,-3%,0%,3%,3,-2,-1%,-2,-1,-2%,-0.2%
O=C(CN1C(=O)C2CC=CCC2C1=O)NCc1ccc2c(c1)OCO2 (stereo not given),3%,-17%,4%,11%,14,-10,-5%,-4,-9,2%,-0.5%
Cc1cccn2c(=O)c3cc(C(=O)NC4CCCC4)c(=N)n(CCCN4CCOCC4)c3nc12,-3%,7%,-16%,-6%,4,-12,-7%,-2,-2,-8%,-0.2%
O=C(COC(=O)c1ccccn1)Nc1cccnc1Cl,·,-11%,2%,-3%,-17,-9,·,·,-4,1%,-0.1%
O=C(CCNC(=O)Cn1ccc2ccccc2c1=O)NCc1ccc(F)cc1Cl,-2%,0%,11%,0%,-4,3,0%,1,19,3%,0.0%
COc1cc(OC)cc(C(=O)Nc2ccc(Nc3ccccc3)cc2)c1,·,?,0%,-13%,7,0,-2%,-2,-86*,5%,-0.1%
CC(=O)Nc1ccccc1NC(=O)C/C(C)=N/NC(=O)c1ccncc1,1%,-9%,-5%,-19%,-29,-22,7%,2,-36,10%,-0.3%
Cc1cc(C)n(Cc2cc(C(=O)O)c3ccccc3n2)n1,-2%,1%,7%,1%,11,20,0%,-1,4,0%,-0.3%
CCCCCn1nc(C(=O)N(CC)c2c(N)n(CCCC)c(=O)[nH]c2=O)c2ccccc2c1=O,·,1%,5%,1%,-3,6,·,·,10,1%,-0.1%
O=C(COC(=O)c1ccc(S(=O)(=O)N2CCCC2)cc1)Nc1ccc(N2CCOCC2)cc1,-1%,1%,-9%,0%,10,-1,-14%,1,4,-3%,-0.7%
Cc1ccc(F)cc1S(=O)(=O)NCc1ccc(N2CCN(C)CC2)cc1,0%,?,?,2%,8,-1,0%,3,-2,2%,-0.8%
Nc1c(C(=O)Nc2ccccc2F)sc2nc(-c3ccco3)ccc12,1%,?,-3%,-3%,31[activator],-12,3%,0,7,4%,9.3%
COc1ccc(-n2nnnc2SCC(N)=O)cc1,1%,0%,7%,0%,-9,-1,15%,3,-4,0%,-0.1%
CCn1c(-c2nn(C)c(C)c2Cl)n[nH]c1=S,-1%,-4%,-10%,-1%,-22,-2,0%,-1,13,2%,-0.6%
C=C(C)CNC(=S)N/N=C/c1ccc(NC(C)=O)cc1,-1%,2%,14%,0%,17,-2,6%,-3,2,0%,-0.1%
Cc1nonc1NC(=O)CSc1nc2cc(Cl)ccc2c2c1CCCC2,0%,1%,-9%,·,12,-7,-2%,1,-2,2%,-0.2%

# Screening results as filed in PubChem BioAssay.
